Screens (PubChem BioAssay)
ASAP1 inh – inhibitors of human ASAP1 ArfGAP activity, primary screen, biochemical, fluorescence polarization. inhibition, % at 16.5 µM. ASAP1-stimulated ARF1 GTP hydrolysis, GDP FP detection. AID 624377, 2012. hit rate 0.19% among 360,000; in the data active = inhibition above about 25%;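 note: 0% = vehicle with enzyme and substrate and 100% = no enzyme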
PLCg1 inh – PLC-gamma1 enzyme inhibitors, primary screen, biochemical, fluorescence, purified enzyme | fluorogenic substrate | 1-phosphatidylinositol 4,5-bisphosphate phosphodiesterase gamma-1 (Homo sapiens), P19174 | inhibition, % at 12.2 µM | AID 720700, 2013 | hit rate 0.84% among 370,000; in the data active = inhibition above about 9.5%
ARFGAP1 inhibitor – inhibitors of rat ARFGAP1 GAP activity, primary screen, biochemical, fluorescence polarization, GDP tracer; inhibition, % at 16.5 µM; Arfgap1-stimulated ARF1 GTP hydrolysis, GDP FP detection; ADP-ribosylation factor GTPase-activating protein 1 (Rattus norvegicus), Q62848; hit rate 0.26% among 360,000;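 active = inhibition above a per-plate limit, mean inhibition of low control wells plus 3 SD, cut at about 25% in these data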;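 note: 0% = DMSO wells with enzyme and 100% = wells lacking Arfgap1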
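System: truncated rat Arfgap1 GAP domain / Medium: HEPES-based buffer, pH 7.5 / Also added: N-terminally truncated human ARF1-GTP substrate / Incubation: enzyme reaction 120 min at 25 °C after 20 min preincubation / Measured by: FP of antibody-bound GDP Alexa 633 tracer, ex 620/em 688 nm / Replicates: singlicate, each compound tested once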
TDP2 inh – human TDP2 enzyme inhibitors, primary screen, biochemical, epi absorbance, recombinant enzyme; T5PNP hydrolysis, p-nitrophenol absorbance 415 nm; hit rate 0.34% among 370,000; Tyrosyl-DNA phosphodiesterase 2 (Homo sapiens), O95551; inhibition, % at 12.8 µM;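 active = inhibition above the mean of all tested compounds plus 3 SD, set per campaign, cut at about 25% in these data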;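 note: 0% = DMSO with enzyme and 100% = buffer with substrate but no TDP2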
Target sequence (O95551 whole entry, looked up): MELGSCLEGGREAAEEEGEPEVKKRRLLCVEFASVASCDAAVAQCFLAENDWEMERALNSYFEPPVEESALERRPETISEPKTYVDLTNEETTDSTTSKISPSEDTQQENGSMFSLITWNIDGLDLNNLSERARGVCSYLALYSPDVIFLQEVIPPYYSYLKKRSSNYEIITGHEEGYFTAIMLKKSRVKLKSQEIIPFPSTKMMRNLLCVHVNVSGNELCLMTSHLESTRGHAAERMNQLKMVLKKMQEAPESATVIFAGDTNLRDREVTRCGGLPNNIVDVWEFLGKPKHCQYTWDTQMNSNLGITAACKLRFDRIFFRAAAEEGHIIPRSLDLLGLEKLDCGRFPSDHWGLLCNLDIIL
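Assay system: recombinant human TDP2 / Reagent: T5PNP substrate at 5 mM, a TopII-DNA adduct mimic / Measured by: epi absorbance from released p-nitrophenol / Evaluation: % inhibition relative to enzyme-containing and enzyme-free wells / Control set: enzyme-free and DMSO wells / Replicates: each compound tested once, singlicate / Schedule: enzyme reaction with compound for 2 h at 37 °C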
PLCb3 inh – human PLC-beta3 inhibitors, primary screen, biochemical, fluorescence; Purified PLC-beta3, fluorogenic substrate; 1-phosphatidylinositol 4,5-bisphosphate phosphodiesterase beta-3 (Homo sapiens), Q01970; AID 720704, 2013; hit rate 0.18% among 370,000; inhibition, % at 12.2 µM; in the data active = inhibition above about 11%;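 note: 0% = median of compound wells on plate and 100% = full blocker control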
SIAE primary – human SIAE inhibitors, primary screen, biochemical, fluorescence polarization, FP-Rh probe, 1536-well HTS; hit rate 0.69% among 370,000; AID 1053197, 2014; inhibition, % at 9.66 µM; SIAE FP-Rh probe binding; Sialate O-acetylesterase (Homo sapiens), Q9HAT2;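 active = inhibition above a cutoff: mean of compounds within the control limits plus 3 SD of those, cut at about 17% in these data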;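 note: 0% = plate median of compound wells and 100% = probe without SIAE protein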
ADAM10 inh – human ADAM10 inhibitors, primary screen, biochemical, QFRET, HTS | Disintegrin and metalloproteinase domain-containing protein 10 (Homo sapiens), O14672 | recombinant ADAM10, EDANS/DABCYL FRET peptide cleavage, 3 h | inhibition, % at 7 µM | hit rate 0.62% among 370,000;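 active = inhibition above a per-campaign cutoff equal to the mean of compounds falling between control-based bounds plus 3 SD, cut at about 20% in these data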;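 note: 0% = DMSO wells while the 100% control is not disclosed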
Tn6 DDE FP – inhibitors of Tn6 peptide binding to fibrin DD(E), primary screen, biochemical, fluorescence polarization, human fibrin, Tn6 probe; Fibrinogen beta chain (Homo sapiens), P02675; Fibrin DD(E) TRITC-Tn6 fluorescence polarization displacement; inhibition, % at 8.3 µM; hit rate 0.21% among 370,000; AID 720509, 2013;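 active = inhibition above a per-campaign cutoff: mean of compounds within control limits plus 3 SD, cut at about 15% in these data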;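 note: 0% = median of all compound wells on the plate and 100% = blocking peptide control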
Tn7 DDE FP – inhibitors of Tn7 peptide binding to fibrin DD(E), primary screen, biochemical, fluorescence polarization, human fibrin, Tn7 probe; Fibrinogen beta chain (Homo sapiens), P02675; FP displacement of FITC-Tn7 peptide from fibrin DD(E); 0% = median of compound wells per plate; inhibition, % at 8.3 µM; hit rate 0.13% among 370,000; AID 720508, 2013;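 active = inhibition above the mean of compounds falling within the control limits plus 3 SD of them, cut at about 14% in these data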;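 note: 0% = plate median of compound wells and 100% = 10 µM Aha-Tn7 peptide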
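Test system – human fibrin DD(E) · Times – 10 min preincubation, 3 h with tracer, room temperature · Detection – fluorescence polarization of the labelled Tn7 tracer · Measure – percent inhibition normalized to high-control wells · Benchmarks – high control wells with 10 µM unlabelled Aha-Tn7 peptide (full inhibition) · Repeats – singlicate testing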
ADAM17 inh – ADAM17 inhibitors, primary screen, biochemical, QFRET. Disintegrin and metalloproteinase domain-containing protein 17 (Homo sapiens), P78536. recombinant ADAM17, EDANS/DABCYL FRET peptide cleavage. inhibition, % at 6.95 µM. hit rate 0.83% among 370,000. AID 720648, 2013;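 active = inhibition above the mean of compounds lying between control limits plus 3 SD, set per campaign, cut at about 8.5% in these data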;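 note: 0% = DMSO-only wells as the low control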
Target sequence (P78536 215-824 limits assumed): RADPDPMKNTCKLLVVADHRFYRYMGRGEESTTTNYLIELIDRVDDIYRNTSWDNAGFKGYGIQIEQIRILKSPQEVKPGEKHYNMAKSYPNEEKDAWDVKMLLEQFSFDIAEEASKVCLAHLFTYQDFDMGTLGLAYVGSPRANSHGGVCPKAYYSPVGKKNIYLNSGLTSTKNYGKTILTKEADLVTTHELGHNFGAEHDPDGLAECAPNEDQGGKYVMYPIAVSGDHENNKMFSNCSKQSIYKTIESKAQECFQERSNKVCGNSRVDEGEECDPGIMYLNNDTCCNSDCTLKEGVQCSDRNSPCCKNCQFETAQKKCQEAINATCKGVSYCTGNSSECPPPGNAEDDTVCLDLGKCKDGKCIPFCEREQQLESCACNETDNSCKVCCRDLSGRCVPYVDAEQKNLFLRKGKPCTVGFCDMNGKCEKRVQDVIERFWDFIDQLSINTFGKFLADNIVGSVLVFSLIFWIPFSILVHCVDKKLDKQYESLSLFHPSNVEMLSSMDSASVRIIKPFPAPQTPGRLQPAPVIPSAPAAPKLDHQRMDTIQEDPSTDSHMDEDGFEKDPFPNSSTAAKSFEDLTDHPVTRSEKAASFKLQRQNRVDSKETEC
Active calls of the source: *; i = inactive; x = no result given. The list is partial; the hit share may differ from the screen's.

The first three compounds, ahead of the listing:
1: CCN1C[C@]2(COC(=O)c3ccccc3N)CC[C@H](OC)C34[C@@H]5C[C@H]6[C@H](OC)[C@@H]5[C@](O)(C[C@@H]6OC)[C@@](O)([C@H]13)[C@@H](OC)[C@@H]42
2: CC(C)c1ccc(N2C(=O)NC(=O)/C(=C/C=C/c3ccco3)C2=O)cc1
3: NCc1cc(=O)[nH]o1

Compound	1	2	3
PLCg1 inh	-113	-34	0
Tn6 DDE FP	5	2	-1
ARFGAP1 inhibitor	-6	13	5
PLCb3 inh	-152	-44	5
Tn7 DDE FP	-5	-12	-4
TDP2 inh	-12	3	-1
ADAM17 inh	-142	0	0
ASAP1 inh	2	2	-7
SIAE primary	3	-35	-1
ADAM10 inh	-356	4	-1

All compounds of this part, repeating the preview:
1: CCN1C[C@]2(COC(=O)c3ccccc3N)CC[C@H](OC)C34[C@@H]5C[C@H]6[C@H](OC)[C@@H]5[C@](O)(C[C@@H]6OC)[C@@](O)([C@H]13)[C@@H](OC)[C@@H]42
2: CC(C)c1ccc(N2C(=O)NC(=O)/C(=C/C=C/c3ccco3)C2=O)cc1
3: NCc1cc(=O)[nH]o1
4: CN1C(=O)C[N+]([O-])=C(c2ccccc2)c2cc(Cl)ccc21
5: O=P(Nc1cccc(Cl)c1)(Oc1ccccc1)Oc1ccccc1
6: CC(=O)Nc1ccccc1C(=O)OCC(=O)c1ccc2c(c1)OCCO2
7: COC(=O)C1=C(c2ccccc2)C[C@@H]2CC[C@H]1N2C(=O)NCCCOC(C)C
8: COc1ccccc1N1CCN(C(CNC(=O)Oc2ccccc2)c2cccnc2)CC1 (stereo not drawn)

Compound	1	2	3	4	5	6	7	8
PLCg1 inh	-113	-34	0	2	3	4	0	3
Tn6 DDE FP	5	2	-1	-2	-4	8	3	2
ARFGAP1 inhibitor	-6	13	5	7	-3	-8	-4	-17
PLCb3 inh	-152	-44	5	1	-4	6	1	1
Tn7 DDE FP	-5	-12	-4	-10	-5	-4	0	-4
TDP2 inh	-12	3	-1	0	-8	1	-4	6
ADAM17 inh	-142	0	0	-1	8	0	2	-5
ASAP1 inh	2	2	-7	-12	8	3	-6	1
SIAE primary	3	-35	-1	-8	-5	3	6	5
ADAM10 inh	-356	4	-1	-4	14	-4	1	-3

9: Cc1cc(N2C(=O)C3CCCN3C2c2ccc(Cl)c(Cl)c2)no1 (stereo not drawn)
10: Clc1ccc(Cl)c(Cl)c1
11: Cc1cc(NC(=O)CCl)no1
12: COc1cc2c(cc1C=O)OCO2
13: C=Cn1ccnc1P(=S)(c1nccn1C=C)C1CCCCC1
14: Cc1ccc(-c2nc3ccccc3c(=O)n2-n2cccc2)cc1
15: Cc1ccc2[nH]c(=S)n(-c3cccnc3)c(=O)c2c1
16: Cc1cc(N2C(=O)C3CCCN3C2c2ccccc2)no1 (stereo not drawn)

Compound	9	10	11	12	13	14	15	16
PLCg1 inh	0	3	1	-6	2	0	-3	3
Tn6 DDE FP	3	2	-4	-2	-7	2	1	-7
ARFGAP1 inhibitor	8	0	-5	-1	4	5	-8	3
PLCb3 inh	-1	3	-2	-6	2	-2	-2	3
Tn7 DDE FP	2	-7	-4	4	-11	5	8	-3
TDP2 inh	4	2	-4	5	2	-5	-10	1
ADAM17 inh	-4	-4	-1	-8	-2	0	-6	-3
ASAP1 inh	9	7	-8	-12	8	-10	-4	-11
SIAE primary	-3	-6	-5	-2	-2	1	1	-3
ADAM10 inh	7	-5	-6	-19	4	-9	-6	-6

17: CCOC(=O)CC[C@@H]1CC[C@]2(CCCN(Cc3ccncc3)C2)O1
18: O=c1c2ccccc2nc(/C=C/c2ccc3c(c2)OCO3)n1-c1ccccc1
19: CCCCNc1ccncc1S(=O)(=O)NC(=O)NC(C)C
20: CCC(=NCCCN1CCOCC1)c1c(O)n(Cc2ccccc2)c(=O)[nH]c1=O
21: COc1c(C)cc(C(=O)C2CCCN(Cc3cccc(O)c3)C2)cc1C (stereo not drawn)
22: CCC(C)c1cnc(CC(C)C)c(=O)n1O (stereo not drawn)
23: COC(=O)C1=C(c2ccccc2)C[C@@H]2CC[C@H]1N2C(=O)NC1CCCCC1
24: Cc1nc2ccsc2c(=O)n1-c1ccccc1Cl

Compound	17	18	19	20	21	22	23	24
PLCg1 inh	-2	-15	0	-2	3	-7	4	1
Tn6 DDE FP	-2	0	2	4	5	3	-7	-4
ARFGAP1 inhibitor	x	15	6	-2	8	-12	-10	-4
PLCb3 inh	-3	-17	3	1	4	-3	2	-3
Tn7 DDE FP	-1	0	-6	0	3	-6	3	0
TDP2 inh	5	-10	0	3	4	-2	-2	11
ADAM17 inh	-5	2	-3	-6	-2	-4	1	0
ASAP1 inh	x	4	10	5	-3	-1	15	-4
SIAE primary	5	-1	1	-6	-2	0	5	-1
ADAM10 inh	-6	0	1	-9	-3	-24	3	1

An excerpt from above, reduced to SIAE primary, TDP2 inh and PLCg1 inh:
No.	smiles	SIAE primary	TDP2 inh	PLCg1 inh
19	CCCCNc1ccncc1S(=O)(=O)NC(=O)NC(C)C	1	0	0
18	O=c1c2ccccc2nc(/C=C/c2ccc3c(c2)OCO3)n1-c1ccccc1	-1	-10	-15

Remaining list, next part.
25: CCCCn1c(=O)c(C=Nc2cc([N+](=O)[O-])ccc2OC)c(O)n(CCCCl)c1=O
26: CCC(C)C12CN3CCN(CC(C)(C3)C1=O)C2 (stereo not drawn)
27: CCCN1CC(C)C(OC(C)=O)(c2ccccc2)CC1C (stereo not drawn)
28: O=c1ccc2c(O)c3ccoc3cc2o1
29: O=Cc1cn(Cc2ccc(Br)cc2)c2ccccc12
30: Cn1nc(N)c2c1N=P(N1CCOCC1)(N1CCOCC1)N=C2c1ccccc1
31: Clc1ccccc1C1=NCc2nncn2-c2sc(Br)cc21
32: Cc1ccccc1CN1CCNCC1

Compound	25	26	27	28	29	30	31	32
PLCg1 inh	1	-2	-4	-4	-3	-3	0	1
Tn6 DDE FP	0	5	11	-3	3	2	-6	-2
ARFGAP1 inhibitor	0	4	8	0	-14	2	-4	-2
PLCb3 inh	4	-1	5	-5	-7	2	-7	-5
Tn7 DDE FP	-4	8	-2	-8	0	-8	1	3
TDP2 inh	-1	-1	0	-2	1	5	2	6
ADAM17 inh	-2	-5	-2	0	3	-5	-3	-1
ASAP1 inh	8	4	-6	3	2	-3	-4	2
SIAE primary	1	-1	-3	-5	-6	1	-4	-5
ADAM10 inh	2	2	-2	-7	9	-5	-2	-1

33: CCCc1nc2ccccc2c(=O)n1-c1ccc(O)cc1
34: Fc1ccc(NC(=S)N2Cc3ccccc3-n3nncc3C2)cc1
35: CCN1C[C@@]2(COC)C3[C@@H](OC)[C@H]4[C@@H]1[C@@]3(C1C[C@H]3[C@H](O)C1[C@]4(O)C[C@H]3OC)[C@@H](OC)C[C@H]2O (stereo partly drawn)
36: CCn1c(O)c(C=Nc2ccc(N3CCOCC3)c(Br)c2)c(=O)n(CC)c1=S
37: C=CCn1c(O)c(/C=N/N2CCCCC2)c(=O)[nH]c1=O
38: COc1ccc(C2=CC(c3ccc4c(c3)OCO4)c3c(c4ccccc4oc3=O)O2)cc1OC (stereo not drawn)
39: O=C(NCCN1CCC2(CC1)C(=O)NCN2c1ccccc1)c1cccc2c1-c1ccccc1C2=O
40: CN1CCN(c2nc(Cl)ncc2F)CC1

Compound	33	34	35	36	37	38	39	40
PLCg1 inh	2	-2	5	-5	-1	-39	-5	2
Tn6 DDE FP	-1	-7	1	3	1	-3	-3	-2
ARFGAP1 inhibitor	2	4	2	2	2	-5	-3	6
PLCb3 inh	-1	-1	4	-7	-9	-53	-7	-3
Tn7 DDE FP	4	2	-4	1	0	-1	7	-7
TDP2 inh	7	9	-2	3	2	-24	11	-11
ADAM17 inh	0	-3	-2	-1	-3	5	-3	0
ASAP1 inh	3	-7	5	1	-16	8	5	-10
SIAE primary	4	5	-2	5	0	-17	5	8
ADAM10 inh	0	-2	-3	-1	-4	-19	-9	-2

41: COC(=O)C1=C(c2ccc3ccccc3c2)C[C@@H]2CC[C@H]1N2C(=O)NC(C)C
42: COCc1c(CN)cnc(C)c1N
43: CCC(=O)CC(c1ccc([N+](=O)[O-])cc1)c1c(O)c2ccccc2oc1=O (stereo not drawn)
44: O=C(c1ccc2c3c(cccc13)CC2)C1CCCN(CC2CC2)C1 (stereo not drawn)

Compound	41	42	43	44
PLCg1 inh	-2	-4	0	-309
Tn6 DDE FP	3	-6	0	1
ARFGAP1 inhibitor	1	10	12	-12
PLCb3 inh	0	-9	4	-326
Tn7 DDE FP	-2	2	4	3
TDP2 inh	9	4	11	17
ADAM17 inh	-2	-12	0	-298
ASAP1 inh	5	11	-1	2
SIAE primary	5	-5	-2	2
ADAM10 inh	-3	-17	6	i
